Pol kappa inh = inhibitors of human DNA polymerase kappa. Q9UBT6. purified Pol kappa, fluorescent DNA synthesis assay, 10 min. Potency, µM (doses to about 107 µM), without a hit: at the top dose activity, negative = inhibition, most hits filed as inhibitors. hit rate 0.53% among 400,000; further: potency means the concentration at half of the fitted maximal effect; on the % scale 0 is the no-effect control and ±100 the full control effect
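Kinetic fluorescence screen: compound preincubated 15 min RT with 10 nM enzyme; 50 nM substrate (final) initiates; reads at 0/10 min.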
Anesthetic bind = binds horse apoferritin like a general anesthetic; hit rate 0.074% among 350,000; AID 485281; apoferritin/1-aminoanthracene competitive binding, fluorescence; Potency, µM (series often up to 77.5 µM), without a hit: top-dose activity change, negative = displacement, actives largely listed as inhibitors; further: potency means the concentration at half of the fitted maximal effect; on the % scale 0 is the no-effect control and ±100 the full control effect; nearly all actives have a fitted effect of over 20% in size
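Concentration-response curves derived by four-parameter Hill fitting of normalized fluorescence, where compounds displaced 1-AMA from 10 uM horse apoferritin following a brief 10 min room-temperature incubation; propofol titration acted as positive control.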
TRHR agonist = agonists of human TRH receptor. activation, % at 2 µM. hit rate 0.18% among 360,000. P34981. TRHR cells, calcium flux fluo-8, FDSS agonist mode; in the data active means activation above about 30%; further: 0% is about no effect
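Fluo-8-loaded TRHR cells; 10 s baseline, compound added, kinetic Ca2+ fluorescence read 1/s, agonist mode.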
ALOX12 inh = blocks human arachidonate 12S-lipoxygenase. Potency, µM (titrated, usually from 108 µM), for the others: top-dose activity change, negative = inhibition, usual class: inhibitors. purified 12hLO, xylenol orange hydroperoxide absorbance. hit rate 1.1% among 580,000. AID 1671190; further: potency means the concentration at half of the fitted maximal effect; on the % scale 0 is the no-effect control and ±100 the full control effect
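Purified human 12hLO (150 nM final) in 25 mM Hepes, 0.01% Triton X-100, pH 7.0 was preincubated 15 min at room temperature with compound. Then 40 uM arachidonic acid was added, 30 min. Hydroperoxide was read by Fe-XO absorbance ratio 573/405 nm.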
ERG Ets-DNA blk = ERG Ets/DNA interaction inhibition; P11308; fluorescence polarization, His-ERG Ets domain / labelled DNA; Potency, µM (series often up to 76.9 µM), for inactives: top-dose FP activity, negative = inhibition, actives largely listed as inhibitors; hit rate 0.028% among 370,000; active means well fitted inhibition curve with a large enough effect in the polarisation, with a control signal flat; inconclusive means small, poorly fitted or top-dose-only effect, or effect the other way, or a change in a side signal; inactive means no such curve, though single readings can be large or run the other way; the % refers to the polarisation;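 further: polarization taken with two DNA probes labelled with fluorescein and Texas red; potency means the concentration at half of the fitted maximal effect; % of control where 0% means no effect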
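His-tagged ERG Ets domain (1 uM in the protein solution; 300mM KCl, 50mM Tris-HCl, 1mM EDTA, 1mM DTT, pH 7.5) received compound, then a probe mix of 5 nM fluorescein-DNA and 100nM Texas-615-DNA. Fluorescence polarization was read for both dyes.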
POLI inh = inhibitors of human DNA polymerase iota | Q9UNA4 | Potency, µM (titrated, usually from 115 µM), for the others: at the highest dose activity, negative = inhibition, most hits filed as inhibitors | hit rate 1% among 390,000 | Pol iota fluorescent replication assay, 10 min; further: potency means the concentration at half of the fitted maximal effect
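Fluorescent replication assay read twice, at 0 min and 10 min after adding 50 nM (final) substrate. Enzyme (10 nM) and compounds were first incubated 15 min at room temperature; enzyme-free buffer wells were negative controls.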
Pol beta inh = blocks human DNA polymerase beta activity | P06746 | Potency, µM (series often up to 114 µM), without a hit: at the highest dose activity change, negative = inhibition, most hits filed as inhibitors | Pol beta primer extension/strand displacement, fluorescence kinetic | hit rate 1.3% among 340,000; further: potency means the concentration at half of the fitted maximal effect; on the % scale 0 is the no-effect control and ±100 the full control effect
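Homogeneous kinetic assay of primer extension and strand displacement by 10 nM Pol beta, preincubated 15 min at room temperature with compound before 50 nM substrate (final) was added. Read at 0 and 10 min; four-parameter Hill fit.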
BLM helicase inh = Bloom syndrome helicase (human) inhibition; P54132; recombinant BLM DNA unwinding, fluorescence dequenching; Potency, µM (top dose mostly 56.1 µM), for the others: top-dose activity change, negative = inhibition, usual class: inhibitors; hit rate 0.2% among 350,000; AID 2528;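 further: potency means the concentration at half of the fitted maximal effect; plate controls were vehicle for no effect and no enzyme for full effect; nearly all actives have a fitted effect of over 35% in size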
Target sequence (P54132 whole entry, looked up): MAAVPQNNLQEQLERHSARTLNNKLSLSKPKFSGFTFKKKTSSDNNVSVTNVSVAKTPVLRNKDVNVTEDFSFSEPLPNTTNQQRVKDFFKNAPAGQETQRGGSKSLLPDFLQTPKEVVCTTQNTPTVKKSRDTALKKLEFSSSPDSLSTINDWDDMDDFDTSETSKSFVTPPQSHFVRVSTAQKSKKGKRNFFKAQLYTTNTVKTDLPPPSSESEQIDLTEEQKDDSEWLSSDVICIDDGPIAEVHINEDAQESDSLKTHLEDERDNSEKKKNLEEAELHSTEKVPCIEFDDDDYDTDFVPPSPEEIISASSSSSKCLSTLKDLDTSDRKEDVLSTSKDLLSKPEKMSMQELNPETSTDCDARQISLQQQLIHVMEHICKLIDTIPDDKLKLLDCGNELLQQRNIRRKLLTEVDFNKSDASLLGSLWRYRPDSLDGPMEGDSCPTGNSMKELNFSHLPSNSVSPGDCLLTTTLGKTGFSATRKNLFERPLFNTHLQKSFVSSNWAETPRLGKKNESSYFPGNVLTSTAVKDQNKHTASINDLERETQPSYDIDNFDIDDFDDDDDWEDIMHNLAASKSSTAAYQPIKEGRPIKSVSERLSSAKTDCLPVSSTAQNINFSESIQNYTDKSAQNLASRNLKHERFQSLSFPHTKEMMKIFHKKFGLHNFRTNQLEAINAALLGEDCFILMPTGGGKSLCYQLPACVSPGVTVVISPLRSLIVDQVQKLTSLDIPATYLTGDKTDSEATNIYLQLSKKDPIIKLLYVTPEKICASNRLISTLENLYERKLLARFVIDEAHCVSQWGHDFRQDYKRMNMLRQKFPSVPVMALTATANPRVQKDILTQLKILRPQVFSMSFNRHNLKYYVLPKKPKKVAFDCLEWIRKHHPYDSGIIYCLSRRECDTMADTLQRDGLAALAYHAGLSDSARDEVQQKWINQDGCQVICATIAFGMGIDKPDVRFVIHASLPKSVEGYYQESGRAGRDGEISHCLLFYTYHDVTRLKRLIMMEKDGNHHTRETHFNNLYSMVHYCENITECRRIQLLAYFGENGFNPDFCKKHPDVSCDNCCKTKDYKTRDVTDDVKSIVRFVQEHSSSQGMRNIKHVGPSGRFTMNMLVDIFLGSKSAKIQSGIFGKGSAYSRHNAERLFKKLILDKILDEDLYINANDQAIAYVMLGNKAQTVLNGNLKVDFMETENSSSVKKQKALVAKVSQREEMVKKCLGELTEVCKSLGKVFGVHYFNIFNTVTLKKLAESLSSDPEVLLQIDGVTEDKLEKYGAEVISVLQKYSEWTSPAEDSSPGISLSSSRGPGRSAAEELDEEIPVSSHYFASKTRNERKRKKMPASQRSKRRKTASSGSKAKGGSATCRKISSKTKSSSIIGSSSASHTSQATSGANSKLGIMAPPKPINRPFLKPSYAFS
APEX1 inh = inhibitors of human APE1 endonuclease | AID 2517 | P27695 | Potency, µM (titrated, usually from 65.8 µM), for the others: at the highest dose activity change, negative = inhibition, most hits filed as inhibitors | hit rate 0.35% among 350,000 | recombinant APE1, TAMRA/BHQ-2 abasic DNA cleavage fluorescence;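 further: potency means the concentration at half of the fitted maximal effect; plate controls were vehicle for no effect and reference inhibitor for full effect; nearly all actives have a fitted effect of over 55% in size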
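Incision of a quenched TAMRA/BHQ-2 THF abasic-site duplex (50 nM) by 0.75 nM APE1, after 15 min compound preincubation, measured as fluorescence increase over three 60 s reads. Values normalized to buffer, DMSO and NSC13755 control wells.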
* hit, by the source's call; [ ] = dose if it differs, or a comment. Unless noted, the call rests on the fitted dose curve; in most records, active means well fitted curve in the direction sought with a large enough effect; inconclusive means small, poorly fitted or top-dose-only effect, or another doubt; inactive means no such curve, though single readings can be large; an effect the other way counts as inactive or inconclusive. Some of the compounds tested; count on the stated rates, not on these rows.

How did CCOc1ccc(NC(=O)C(C)Sc2nnnn2C)cc1 (stereo not given) do in these assays?
Pol kappa inh: 2%; Anesthetic bind: -6%; TRHR agonist: -0.2; ALOX12 inh: 3%; POLI inh: 15%; Pol beta inh: -2%; BLM helicase inh: 0%; APEX1 inh: 0%

What do the screens show for `O=C(OCC(=O)N1CCCCCC1)c1ccc(Br)c(S(=O)(=O)N2CCOCC2)c1`?
Pol kappa inh: 1%; ALOX12 inh: -14%; ERG Ets-DNA blk: 7%; POLI inh: 30%; APEX1 inh: -11%

Results for Cc1cc(C)nc(SC(C)C(=O)N/N=C/c2cccs2)n1 (stereo not given) ?
Pol kappa inh: -18%; Anesthetic bind: -10%; TRHR agonist: 0.4; ALOX12 inh: -3%; POLI inh: inconclusive; Pol beta inh: 4%; BLM helicase inh: -3%; APEX1 inh: 0%

Results for COc1ccccc1N(CC(=O)NC1CCCCC1)C(=O)Cn1nnc(-c2ccc(C)o2)n1 ?
Pol kappa inh: -8%; Anesthetic bind: -11%; TRHR agonist: -0.9; ALOX12 inh: 1%; ERG Ets-DNA blk: 7%; POLI inh: 127%[activator]; Pol beta inh: 21%; BLM helicase inh: -1%; APEX1 inh: 61%[activator]

Results for NS(=O)(=O)c1cccc(NC(=O)c2cccc3c(Br)cccc23)c1 ?
Pol kappa inh: -2%; Anesthetic bind: -16%; TRHR agonist: 0.8; ALOX12 inh: 0%; ERG Ets-DNA blk: 0%; POLI inh: -5%; Pol beta inh: 19%; BLM helicase inh: -8%; APEX1 inh: -3%

Results for COc1ccc(-c2c3c(=O)n(C)c(=O)n(C)c3c3c(-c4ccccc4)nc4ccccc4n23)cc1 ?
Pol kappa inh: -10%; Anesthetic bind: -2%; TRHR agonist: -0.6; ALOX12 inh: -10%; ERG Ets-DNA blk: -2%; POLI inh: 13%; Pol beta inh: 4%; BLM helicase inh: -3%

What do the screens show for `Cc1ccc(N2CCN(S(=O)(=O)c3ccc4[nH]c5c(c4c3)CCCCC5)CC2)c(C)c1`?
Pol kappa inh: -19%; Anesthetic bind: 39%[activator]; TRHR agonist: -0.7; ALOX12 inh: -11%; ERG Ets-DNA blk: -8%; POLI inh: 17%; Pol beta inh: 9%; BLM helicase inh: -14%

How did CC(C)C[C@@H](C)C(=O)N(Cc1ccccc1)c1ccccc1 do in these assays?
Pol kappa inh: -1%; TRHR agonist: -0.5; ALOX12 inh: -9%; ERG Ets-DNA blk: -19%; POLI inh: -12%; APEX1 inh: 4%

How did CC(C)COc1ccc(C(=O)OCCN2CCOCC2)c(O)c1 do in these assays?
Pol kappa inh: -8%; Anesthetic bind: inconclusive; TRHR agonist: 0.1; ALOX12 inh: inconclusive; ERG Ets-DNA blk: 11%; POLI inh: -14%; Pol beta inh: 37%; BLM helicase inh: 0%; APEX1 inh: -3%

How did CCC(C)(C)NC(=O)Cn1c(=O)ccc2cc(S(=O)(=O)N3CCC(C)CC3)ccc21 do in these assays?
Pol kappa inh: -6%[60.1 µM]; Anesthetic bind: -14%; TRHR agonist: 0.8; ALOX12 inh: -24%; ERG Ets-DNA blk: -2%; POLI inh: 18%; Pol beta inh: -14%; BLM helicase inh: -7%

How did COc1ccc(S(=O)(=O)N2CCCCCC2)cc1C(=O)OCC(=O)NC(N)=O do in these assays?
Pol kappa inh: -4%; Anesthetic bind: -16%; TRHR agonist: 0.7; ALOX12 inh: -1%; ERG Ets-DNA blk: 4%; POLI inh: -6%; Pol beta inh: 11%; BLM helicase inh: -4%; APEX1 inh: 3%

Results for COc1cc(/C=C/C(=O)OCC(=O)Nc2cc(S(=O)(=O)N3CCCC3)ccc2Cl)cc(OC)c1OC ?
Pol kappa inh: -14%; ALOX12 inh: -1%; ERG Ets-DNA blk: 18%; POLI inh: 39%[activator]; APEX1 inh: -39%

Results for COc1ccc(-c2nnc3n2C(C)(C)Cc2cc(OC)c(OC)cc2-3)cc1 ?
Anesthetic bind: -8%; TRHR agonist: 0.4; Pol beta inh: -11%; BLM helicase inh: 1%; APEX1 inh: -4%

What do the screens show for `c1ccc(SCCCCNC2CCCC2)cc1`?
Pol kappa inh: -4%; Anesthetic bind: 3%; TRHR agonist: 1.6; ALOX12 inh: -28%; ERG Ets-DNA blk: 21%; POLI inh: 75%[activator]; Pol beta inh: 1%; BLM helicase inh: 3%; APEX1 inh: -1%

How did Cc1ccc(NC(C)C(=O)N/N=C/c2ccc([N+](=O)[O-])s2)cc1 (stereo not given) do in these assays?
Pol kappa inh: -2%; Anesthetic bind: inconclusive; TRHR agonist: -0.2; ALOX12 inh: -17%; ERG Ets-DNA blk: 7%; POLI inh: 7%; Pol beta inh: 5%; BLM helicase inh: -11%; APEX1 inh: 20%

What do the screens show for `COc1ccc(CN(C)Cc2cc(=O)oc3cc(C)c(C(C)C)cc23)cc1OC`?
Pol kappa inh: -13%; Anesthetic bind: -17%; TRHR agonist: -1.2; ALOX12 inh: inconclusive; ERG Ets-DNA blk: -7%; POLI inh: 13%; Pol beta inh: 27%; BLM helicase inh: -2%; APEX1 inh: -4%

What do the screens show for `O=C(CN1C(=O)COc2ccc(Cl)cc21)Nc1nccs1`?
Pol kappa inh: 3%; TRHR agonist: -0.3; ALOX12 inh: 11%; POLI inh: 22%; APEX1 inh: 22%

How did CC1CN(Cc2nc3c(c(=O)n(C)c(=O)n3C)n2CCc2ccccc2)CC(C)O1 (stereo not given) do in these assays?
Pol kappa inh: -4%; ALOX12 inh: -4%; ERG Ets-DNA blk: -1%; POLI inh: 7%

What do the screens show for `COCCCNC(=O)CCNS(=O)(=O)c1ccc(C)cc1`?
Pol kappa inh: -3%; Anesthetic bind: -4%; TRHR agonist: -0.3; ALOX12 inh: 6%; ERG Ets-DNA blk: 2%; POLI inh: -12%; Pol beta inh: 16%; BLM helicase inh: -1%; APEX1 inh: 0%

Results for CCCC(=O)Nc1cc(C(=O)NCc2ccccc2)ccc1S(=O)(=O)c1ccc(Cl)cc1 ?
Pol kappa inh: -15%[60.1 µM]; Anesthetic bind: -17%; TRHR agonist: -0.2; ALOX12 inh: -15%; ERG Ets-DNA blk: 0%; POLI inh: 15%; Pol beta inh: 0%; BLM helicase inh: -6%

How did O=C(O)c1cccc(Cn2c(Cl)c(/C=N/NC(=O)c3ccc(O)cc3)sc2=O)c1 do in these assays?
Pol kappa inh: -11%; Anesthetic bind: -2%; TRHR agonist: -0.3; ALOX12 inh: -3%; ERG Ets-DNA blk: 2%; POLI inh: -12%; Pol beta inh: 6%; BLM helicase inh: -2%; APEX1 inh: 0%

What do the screens show for `CC(C)c1ccc(NC(=O)c2cc([N+](=O)[O-])ccc2N2CCOCC2)cc1`?
Pol kappa inh: -4%; Anesthetic bind: inconclusive; TRHR agonist: 0.1; ALOX12 inh: inconclusive; ERG Ets-DNA blk: -2%; POLI inh: 28%; Pol beta inh: inconclusive; BLM helicase inh: -7%; APEX1 inh: -8%

What do the screens show for `Cn1nc(C(C)(C)C)c(NC(=O)c2cccs2)c1C(C)(C)C`?
Pol kappa inh: -1%; Anesthetic bind: -6%; TRHR agonist: 0.0; ALOX12 inh: 74%[activator]; ERG Ets-DNA blk: -8%; POLI inh: 64%[activator]; Pol beta inh: -2%; BLM helicase inh: -1%; APEX1 inh: 3%

How did O=S(=O)(c1ccc(N2CCN(Cc3ccc4c(c3)OCO4)CC2)nc1)N1CCOCC1 do in these assays?
Anesthetic bind: -5%; TRHR agonist: 0.5; ALOX12 inh: -3%; Pol beta inh: -4%; BLM helicase inh: 6%; APEX1 inh: 3%

What do the screens show for `CC1CCN(S(=O)(=O)c2ccc(NC(=O)Cc3cccs3)cc2)CC1`?
Pol kappa inh: inconclusive; Anesthetic bind: inconclusive; TRHR agonist: 0.1; ALOX12 inh: inconclusive; ERG Ets-DNA blk: -2%; POLI inh: inconclusive; Pol beta inh: 14µM*; BLM helicase inh: -23%; APEX1 inh: inconclusive

What do the screens show for `CCCCNC(=O)Nc1ccccn1`?
Pol kappa inh: 2%; Anesthetic bind: -12%; TRHR agonist: 1.4; ALOX12 inh: 0%; ERG Ets-DNA blk: 4%; POLI inh: 23%; Pol beta inh: -15%; BLM helicase inh: 1%; APEX1 inh: 1%

What do the screens show for `Cc1noc(C)c1C(=O)OC(C(=O)NC1CCCC1)c1ccc(F)cc1` (stereo not given)?
Pol kappa inh: -9%; Anesthetic bind: -22%; TRHR agonist: -1.2; ALOX12 inh: -19%; ERG Ets-DNA blk: 2%; POLI inh: 21%; Pol beta inh: 53%; BLM helicase inh: -3%; APEX1 inh: -10%

How did S=C(Nc1ccc2cn[nH]c2c1)Nc1ccccc1Cl do in these assays?
Pol kappa inh: -5%; Anesthetic bind: -1%; TRHR agonist: -0.2; ALOX12 inh: -11%; ERG Ets-DNA blk: -2%; POLI inh: 31%[activator]; Pol beta inh: 22%; BLM helicase inh: -11%; APEX1 inh: 15%

How did COc1ccc(-c2ccc3c(c2)c(C#Cc2ccsc2)c(-c2cc(OC)cc(OC)c2)n3C)cc1 do in these assays?
Pol kappa inh: -9%; ALOX12 inh: -12%; ERG Ets-DNA blk: 2%; POLI inh: -15%; APEX1 inh: -10%

What do the screens show for `CCOc1ccccc1CNC(=O)C(C)n1nc(C)c2c(C)n(-c3ccccc3)nc2c1=O` (stereo not given)?
Pol kappa inh: 7%; Anesthetic bind: -17%; TRHR agonist: -0.4; ALOX12 inh: 8%; ERG Ets-DNA blk: -9%; POLI inh: 14%; Pol beta inh: 46%; BLM helicase inh: 2%; APEX1 inh: 44%

How did CCNC(=O)c1ccc2nc(Cc3ccccc3)oc2c1 do in these assays?
Pol kappa inh: -7%[60.1 µM]; Anesthetic bind: -1%; TRHR agonist: 0.0; ALOX12 inh: -1%; ERG Ets-DNA blk: -8%; POLI inh: 0%; Pol beta inh: 3%; BLM helicase inh: 2%
